zVAD death inh – L929 zVAD cell death inhibition; L929 zVAD necroptosis rescue, ATP luminescence, 24 h; with zVAD 60 µM; viability rescue, % at 10 µM; 220,000 tested, 0.38% active;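 active means activation, scaled between plate controls, above about 75%, limit read from the data; inactive means activation under that limit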;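 further: 0% = zVAD with DMSO and 100% = DMSO alone without zVAD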
Cl transport mod – modulators of human KCC2 chloride dependent transport | Q9H2X9 | KCC2 cells, thallium flux FluoZin-2 fluorescence | B-score of Tl+ flux slope (higher = more flux/activation; lower = inhibition) at 10 µM | 190,000 tested, 2.2% active | AID 1456;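 active means thallium flux slope and its plate-corrected score both differing from the plate sample mean at a set confidence after two filtering rounds, in either direction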;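 further: slope of fluorescence scaled to starting intensity during 10 to 20 s after thallium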
EBV gp42 inh – EBV gp42 inhibition; Q1HVG2; 220,000 tested, 0.42% active; Fluorescence polarization binding assay, mP read-out; inhibition, % (tested at 21.74 µM); in the data active means inhibition above about 50%
Target sequence (Q1HVG2 whole entry, looked up): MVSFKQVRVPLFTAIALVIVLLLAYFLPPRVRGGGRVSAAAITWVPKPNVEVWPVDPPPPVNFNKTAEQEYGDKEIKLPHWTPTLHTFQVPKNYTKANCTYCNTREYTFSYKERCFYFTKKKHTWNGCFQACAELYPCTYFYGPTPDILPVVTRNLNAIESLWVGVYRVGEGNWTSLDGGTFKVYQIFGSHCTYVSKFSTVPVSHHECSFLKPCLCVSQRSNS
TNF death inh – blocks TNF-alpha induced death of Jurkat FADD-/- cells. Jurkat FADD-/- TNF necroptosis rescue, ATP luminescence, 24 h; 0 = TNF only, 100 = no-TNF cells. activation (protection from cell death), % at 10 µM. AID 463075. 220,000 tested, 0.068% active;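 active means activation, meaning protection from cell death, of at least 50% relative to plate controls; inactive means activation below 50%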;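 further: necroptosis triggered by 40 ng/mL TNF-alpha added together with compound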
eIF4E 4G PPI – eIF4E/eIF4G interaction inhibition in translation initiation. P63073+Q04637. TR-FRET eIF4E-eIF4GI(517-606) binding, 2 h. inhibition, % at 21.7 µM. 220,000 tested, 0.37% active. AID 782;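 active means inhibition above about 30%, limit read from the data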;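 further: 0% = full FRET control wells and 100% = background wells lacking eIF4GI fragment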
Rad51 HR inh – blocks human Rad51 in homologous recombination. inhibition, % at 10 µM. 200,000 tested, 0.085% active. AID 1385. hRad51 DNA strand exchange, fluorescence dequenching. Q06609;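 active means inhibition above 40% at the single screening dose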;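 further: 0% = DMSO control wells and 100% = blanks with heterologous ssDNA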
Target sequence (Q06609 whole entry, looked up): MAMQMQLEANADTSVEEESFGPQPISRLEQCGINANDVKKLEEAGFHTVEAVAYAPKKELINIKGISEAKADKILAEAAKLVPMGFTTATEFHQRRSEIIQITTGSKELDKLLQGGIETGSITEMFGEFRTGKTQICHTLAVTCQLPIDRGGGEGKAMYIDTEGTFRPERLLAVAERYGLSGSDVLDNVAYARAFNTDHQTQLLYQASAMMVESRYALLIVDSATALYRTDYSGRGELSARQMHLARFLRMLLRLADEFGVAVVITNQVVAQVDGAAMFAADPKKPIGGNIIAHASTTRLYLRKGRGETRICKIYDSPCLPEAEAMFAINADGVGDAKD
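material = hRad51 filaments on single-stranded DNA | reagent = Donor/quencher-labelled 47-bp dsDNA substrate | compound = 10 µM final, single point | schedule = strand-exchange reaction 15 min at room temperature | measured by = fluorescein emission 520 nm, excitation 485 nm | read-out basis = % inhibition versus plate control and blank means | benchmarks = plate controls and plate blanks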
PERK inh – human PERK inhibition, primary cell-based screen. Q9NZJ5. CHO PERK-DD fusion, SEAP luminescence translation reporter. AID 1416. inhibition, % at 5.6 µM. 220,000 tested, 0.17% active;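 active means inhibition above the mean inhibition of all tested compounds plus 3 SD, set separately per screening campaign, cut at about 2.9% in these data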;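 further: PERK kinase domain activated by AP20187 dimerizer at 100 nM; 0% = DMSO with dimerizer and 100% = rapamycin at 8.4 µM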
Calpain2 inh – blocks pig calpain II enzyme activity; 220,000 tested, 0.37% active; inhibition, % at 16 µM; purified calpain II, fluorogenic peptide substrate, 30 min; AID 1236;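 active means inhibition above about 50%, limit read from the data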
Mdm2 ligase inh – inhibitors of human Mdm2 E3 ubiquitin ligase; cell-based MDM2 ubiquitination luciferase reporter, 2 h; 0 = plate control, 100 = twice control, blank-subtracted; signal enhancement, % at 5 µM; 210,000 tested, 0.11% active;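 active means signal enhancement of 30% or more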;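 further: luminescence tracks abundance of the self-degrading MDM2-luciferase fusion protein; higher signal means inhibition of MDM2 E3 ligase activity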
Target sequence (Q00987 whole entry, looked up, the tested form may be a part): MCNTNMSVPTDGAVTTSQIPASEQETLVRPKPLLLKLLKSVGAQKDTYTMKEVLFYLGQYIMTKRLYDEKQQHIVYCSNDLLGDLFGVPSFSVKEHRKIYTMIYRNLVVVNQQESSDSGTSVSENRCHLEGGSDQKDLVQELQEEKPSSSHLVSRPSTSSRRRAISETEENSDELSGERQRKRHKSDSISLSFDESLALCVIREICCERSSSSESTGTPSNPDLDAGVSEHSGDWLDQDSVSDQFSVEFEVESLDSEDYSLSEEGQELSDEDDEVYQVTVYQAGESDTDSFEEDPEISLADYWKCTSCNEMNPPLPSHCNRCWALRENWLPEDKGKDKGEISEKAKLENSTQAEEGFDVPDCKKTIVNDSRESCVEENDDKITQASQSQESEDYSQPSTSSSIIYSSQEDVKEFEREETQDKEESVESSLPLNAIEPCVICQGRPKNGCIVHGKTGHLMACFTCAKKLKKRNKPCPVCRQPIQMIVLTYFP
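Timing – 2 h compound exposure at 37 °C · Assay system – mammalian cells stably expressing self-ubiquitinating, self-degrading MDM2 E3–luciferase fusion · Amount – 2000 cells seeded into each well · Measure – % luminescence enhancement versus blank-corrected plate control mean · Measured by – SteadyLite luminescence, 15 min reagent step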
The depositor's hits bear a star; i = inactive; . = no result given; [ ] = dose if it differs, or a comment. An unsorted share of the library; any-hit rate near 3.6%.

Second line of a record: zVAD death inh, Cl transport mod, EBV gp42 inh, TNF death inh, eIF4E 4G PPI, Rad51 HR inh, PERK inh, Calpain2 inh, Mdm2 ligase inh
O=C(Nc1ccc2c(c1)OCO2)c1ccc(S(=O)(=O)NCC2CCCO2)cc1 (centres undefined)
 : 1.3, 0.48, -9, -1.2, -7, 15, 0.5, -8, -2
COc1cc2c(c(O)c1OC)-c1c(cc(OC)c(OC)c1OC)C[C@@H](C)[C@@H](C)C2
 : -1.1, -1, -6, -0.4, 3, -4, ., 0, -11
Cc1cccc2cc(CN(Cc3ccco3)C(c3nnnn3CCc3ccccc3)C(C)C)c(=O)[nH]c12 (centres undefined)
 : -0.1, -0.98, -9, -2.8, -9, 7, -1.4, -78, -4
COc1ccc(-n2cnnc2SCC(=O)NC2CCCc3ccccc32)cc1 (centres undefined)
 : -0.2, -0.81, -21, 0.5, 0[fluorescence artefact?], 9, -0.2, 14, 10
CCC(C)NC(=O)CO/N=C/c1ccc(C(=O)OC)cc1 (centres undefined)
 : 56, ., 3, 0.0, 10, 2, -0.2, 18, -14
CNS(=O)(=O)c1cc(N)ccc1C
 : 2.9, 0.066, -1, 0.6, 1, -34, -0.6, -35, -7
O=C(NCCC1=CCCCC1)C(=O)NCc1ccccc1
 : 0.1, -0.23, -18, 6.5, -6, -4, 0.8, -5, -1
O=C(Cc1ccc(Cl)c(Cl)c1)Nc1ccc2[nH]c(=O)[nH]c2c1
 : 42, 1, -24, 0.6, 3, 2, 0.4, -20, 4
Cc1ccc(CNC(=O)c2ccc(COc3ccccc3)cc2)cc1
 : 1.9, 0.39, -41, 0.8, 2, -4, 1.0, -14, -11
COCCCNC(=S)Nc1ccc(CC(=O)O)cc1
 : 0.6, 0.44, -15, -1.0, 12, -22, 1.8, -3, 9

The last two compounds of the part above open the next one:
Second line of a record: zVAD death inh, Cl transport mod, EBV gp42 inh, TNF death inh, eIF4E 4G PPI, Rad51 HR inh, PERK inh, Calpain2 inh, Mdm2 ligase inh
Cc1ccc(CNC(=O)c2ccc(COc3ccccc3)cc2)cc1
 : 1.9, 0.39, -41, 0.8, 2, -4, 1.0, -14, -11
COCCCNC(=S)Nc1ccc(CC(=O)O)cc1
 : 0.6, 0.44, -15, -1.0, 12, -22, 1.8, -3, 9
CCc1nn(-c2ccccc2)c(N)c1C#N
 : ., -0.74, 1, 2.7, 3[fluorescence artefact?], 8, 0.3, -11, 3
Cn1c(SCC(=O)N2CCCc3ccccc32)nnc1-c1ccccc1
 : -0.1, ., -14, -3.4, -8[fluorescence artefact?], -3, -1.3, -22, 0
COC(=O)c1ccccc1NC(=O)c1sc(=S)n(C)c1N
 : 2.4, ., -4, -0.7, -1, 2, 0.6, -28, -11
COC(=O)C1=C(C)NC2=C(C(=O)c3ccccc32)C1c1ccc(-c2ccc(C(=O)O)cc2)o1 (centres undefined)
 : 0.1, -0.029, 0, -14, 12[fluorescence artefact?], -15, -0.1, -24, -5
Cn1ccs/c1=N\C(=O)Nc1cccc(Cl)c1
 : 0.5, ., 4, 0.5, 0, ., 0.1, -7, -5
CCC1CCCCN1C(=O)CSc1nnc(CNC(=O)c2ccco2)o1 (centres undefined)
 : -0.1, 0.26, -10, -0.2, 4[fluorescence artefact?], 6, -0.2, 13, -10
O=C(/C(=C/O)N=Nc1ccccc1Cl)c1ccccc1
 : 2.4, 0.21, 9, 0.2, -1, 2, -0.3, -35, -44
COc1ccc2cc(C#N)c(NC(C)C)nc2c1
 : -0.4, -0.65, -1, -1.5, 6, -3, 0.6, -312, -18
COc1ccccc1CNc1ccc2nnc(CCNC(=O)c3ccc(C)cc3)n2n1
 : -0.9, -0.41, 7, -1.3, 1, -33, -0.8, -7, -3
COc1ccc(C(C)=O)cc1CN1C(=O)NC(CC(C)C)C1=O (centres undefined)
 : 0.5, 0.17, -8, 0.8, -5, 2, 0.7, -18, 6

A draw from above in order of length of the SMILES, smallest number first:
Second line of a record: zVAD death inh, Cl transport mod, EBV gp42 inh, TNF death inh, eIF4E 4G PPI, Rad51 HR inh, PERK inh, Calpain2 inh, Mdm2 ligase inh
CNS(=O)(=O)c1cc(N)ccc1C
 : 2.9, 0.066, -1, 0.6, 1, -34, -0.6, -35, -7
CCc1nn(-c2ccccc2)c(N)c1C#N
 : ., -0.74, 1, 2.7, 3[fluorescence artefact?], 8, 0.3, -11, 3
COc1ccc2cc(C#N)c(NC(C)C)nc2c1
 : -0.4, -0.65, -1, -1.5, 6, -3, 0.6, -312, -18
Cn1ccs/c1=N\C(=O)Nc1cccc(Cl)c1
 : 0.5, ., 4, 0.5, 0, ., 0.1, -7, -5
O=C(NCCC1=CCCCC1)C(=O)NCc1ccccc1
 : 0.1, -0.23, -18, 6.5, -6, -4, 0.8, -5, -1
O=C(/C(=C/O)N=Nc1ccccc1Cl)c1ccccc1
 : 2.4, 0.21, 9, 0.2, -1, 2, -0.3, -35, -44
COC(=O)c1ccccc1NC(=O)c1sc(=S)n(C)c1N
 : 2.4, ., -4, -0.7, -1, 2, 0.6, -28, -11
Cc1ccc(CNC(=O)c2ccc(COc3ccccc3)cc2)cc1
 : 1.9, 0.39, -41, 0.8, 2, -4, 1.0, -14, -11
COc1ccc(C(C)=O)cc1CN1C(=O)NC(CC(C)C)C1=O (centres undefined)
 : 0.5, 0.17, -8, 0.8, -5, 2, 0.7, -18, 6
COc1ccccc1CNc1ccc2nnc(CCNC(=O)c3ccc(C)cc3)n2n1
 : -0.9, -0.41, 7, -1.3, 1, -33, -0.8, -7, -3
COC(=O)C1=C(C)NC2=C(C(=O)c3ccccc32)C1c1ccc(-c2ccc(C(=O)O)cc2)o1 (centres undefined)
 : 0.1, -0.029, 0, -14, 12[fluorescence artefact?], -15, -0.1, -24, -5

Next compounds follow.
Second line of a record: zVAD death inh, Cl transport mod, EBV gp42 inh, TNF death inh, eIF4E 4G PPI, Rad51 HR inh, PERK inh, Calpain2 inh, Mdm2 ligase inh
CCC(C)[C@H](NC(=O)NCCCc1ccccc1)C(=O)OC (some centres undefined)
 : -0.1, -0.79, -12, -1.0, 1[fluorescence artefact?], 7, 0.6, -18, 24
CC(C)C(NS(=O)(=O)c1cccs1)C(=O)Nc1nc(C(C)(C)C)cs1 (centres undefined)
 : -0.1, -1.1, -12, -2.5, 1, -5, -1.3, 29, -3
COC(=O)c1ccccc1NC(=O)CN(CCc1ccccc1)S(C)(=O)=O
 : 0.1, -0.32, 2, 0.3, 0, -2, -0.6, 7, 13
CC(=O)/C=C/c1ccc2ccccc2n1
 : 6.2, -0.3, -13, -11, -11, 8, 0.7, 9, -8
CCCOc1ccc(C(C)=O)cc1CSCCC#N
 : -1.1, -0.37, -26, -2.8, 0, -9, 0.0, 1, -2
COCCN1CCn2c(nc3cc(NC(=O)NC4CCCCC4)ccc32)C1
 : 0.3, ., 35, 1.3, -23, 1, 0.3, i, 8
O=C(NCCO)c1ccc2[nH]c3ccccc3c2c1
 : 0.3, ., 5, -4.0, 3, -3, 0.7, -129, -25
CN(C(=S)SCc1ccccc1)C1CCS(=O)(=O)C1 (centres undefined)
 : -1.0, 0.25, 3, 0.0, 0, 10, 0.8, 14, 0
O=C(NC1CC2CCC(C1)N2Cc1ccco1)c1ccccc1 (centres undefined)
 : 2.9, -0.82, -20, 2.1, -1, -7, 0.5, -25, -6
CCOC(=O)C(NC(=O)CC(C)C)(Nc1cc(C)on1)C(F)(F)F (centres undefined)
 : 0.0, ., -6, 0.6, -12, -1, -0.6, -23, -10
COc1ccc(C2=NN(C(=O)c3ccccc3)C(c3cccc([N+](=O)[O-])c3)C2)cc1 (centres undefined)
 : 0.2, -0.12, -7, -2.0, -1, ., -0.7, -18, -4
CC1=CC(C)(C)N(C(=O)CN2C(=O)CCC2=O)c2ccc(C)cc21
 : 0.0, 1.3, -14, -1.2, 0, ., -0.2, -4, -9
CCCOc1ncnc2c1[nH]c1ccccc12
 : 0.1, -1.2, 10, -14, 13, ., -0.5, -160, -18
COC(=O)c1cc(C(=O)c2ccc(Cl)cc2Cl)cn1C
 : -0.4, 0.25, -6, -7.7, 6, -8, -0.4, 18, 2
Cc1ccc(C(=O)/C=C/NCc2ccc(F)cc2)cc1
 : 0.6, -2, -2, 1.9, 1[fluorescence artefact?], 9, 0.2, 23, -13
O=[N+]([O-])c1c(-c2cn[nH]c2)n[nH]c1-c1cn[nH]c1
 : 0.3, 0.55, -16, 1.0, -3, 5, 1.2, -20, .
CCC(=O)Nc1ccc(OCc2nnc3c4ccccc4c(C)nn23)cc1
 : 4.7, -0.88, -2, -1.6, 2, -5, 0.0, -30, 6
COc1ccccc1C(=O)N=c1sc2c(C)ccc(OC)c2n1C
 : 0.5, -2.5, 2, -5.5, 2, ., -1.8, -82, 14
CC(C)Oc1ccc(CCC(=O)NNC(=S)Nc2ccccc2)cc1
 : -1.3, 0.81, 0, -0.6, 1, 13, -1.2, 32, -1
Cc1c(C(=O)N2CCC(C(N)=O)CC2)sc(N)c1C#N
 : 0.6, ., -1, -0.5, 4, -5, 1.2, 8, 7
CCCc1[nH]nc2c1C(c1ccc(OC)cc1OC)C(C#N)=C(N)O2 (centres undefined)
 : 0.3, -0.067, 4, -8.1, 2, -4, 0.4, 12, -4
FC(F)Oc1ccc(-n2cc(-c3ccc(Cl)cc3)[n+]3c2CCCCC3)cc1
 : -1.0, 2.6, 4, 1.3, -3, -12, -0.4, 9, -21
O=C(NCc1cccs1)Nc1cc(Cl)ccc1Cl
 : 0.8, 0.7, 4, 8.6, 11, -17, 1.2, 28, -8
Cc1ccc(NC(=O)c2sc3ccccc3c2Cl)nc1
 : 0.6, -0.1, -11, -3.2, 0, ., 1.5, -19, -4
CCc1ccc(-c2nc(CN3CCC(C(=O)NCCc4ccc(OC)c(OC)c4)CC3)c(C)o2)cc1
 : 1.6, -0.91, -16, -11, 3, -1, -1.5, -22, -25
O=C(/C=C/c1ccccc1)NCCSCc1ccc(Cl)cc1
 : 0.5, -0.06, -14, 1.1, 4, ., -1.3, 7, .
CC(=O)c1ccc(NC(=O)CCNS(=O)(=O)c2cccc3nonc23)cc1
 : 0.8, -2.5, -19, -0.1, -6, -3, -0.1, 30, -4
O=C(Nc1ccccc1)Nc1ccc(Oc2cccnc2)nc1
 : 4.5, -1, -8, -0.5, -1, 17, 0.1, 4, -18
CCC(=O)Nc1ccc(Cl)c(NC(=S)NC(=O)COc2ccccc2)c1
 : 0.4, -0.51, -12, 0.9, -2, ., 1.1, -3, -6
CCCN(CCC)S(=O)(=O)c1ccc(C(=O)Nc2nc3c(s2)CCc2ccccc2-3)cc1
 : 1.7, -0.12, -22, 1.4, 1, -3, 0.9, -97, -13
COc1cccc(NC2C=CS(=O)(=O)C2)c1 (centres undefined)
 : 1.0, -0.82, 0, 2.2, -2, 0, 0.5, -12, -1
CCOC(=O)c1ccc(NCc2ccncc2)cc1
 : 0.0, -0.068, ., -1.7, ., 7, 0.6, ., .
CCC(=O)NC(C)C(c1cccs1)N1CCN(Cc2ccccc2)CC1 (centres undefined)
 : 0.5, ., -10, 0.4, 5[fluorescence artefact?], 4, -0.9, -4, 0
C/C(=N\OCC(=O)NC12CC3CC(CC(C3)C1)C2)c1cc2ccccc2o1
 : 40, 0.48, 1, 1.4, -5, -2, 0.9, 46, -16

Assay outcomes as filed in PubChem.
